Source: PubChem (several laboratories)
STEP inh: blocks human striatal-enriched tyrosine phosphatase; P54829; recombinant STEP, OMFP fluorogenic substrate, fluorescence; inhibition, % at 20 µM; 0.25% of 360,000 active; AID 588621;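 active = inhibition at 20 µM, scaled per plate between control wells, above about 37%, limit read from the data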;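 note: 0% = DMSO with enzyme and substrate and 100% = substrate only without enzyme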
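Assay system: isolated STEP enzyme / Timing: 20 min at room temperature, dark / Doses: 20 µM, 1% DMSO / Technique: fluorescence intensity, excitation 480 nm, emission 540 nm / Reagent: fluorogenic phosphatase substrate OMFP at 25 µM final / Measure: percent inhibition scaled to no-enzyme and uninhibited-enzyme controls, plate-pattern corrected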
Rpn11 inh: Rpn11 (human) deubiquitinase inhibition; O00487; human 26S proteasome, Ub4-pepOG fluorescence polarization; 20S core pre-blocked with epoxomicin; calls only at 20 µM; 0.59% of 360,000 active;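 active = inhibition at 20 µM, scaled to each plate's controls, above about 33%, limit read from the data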
Target sequence (O00487 whole entry, looked up): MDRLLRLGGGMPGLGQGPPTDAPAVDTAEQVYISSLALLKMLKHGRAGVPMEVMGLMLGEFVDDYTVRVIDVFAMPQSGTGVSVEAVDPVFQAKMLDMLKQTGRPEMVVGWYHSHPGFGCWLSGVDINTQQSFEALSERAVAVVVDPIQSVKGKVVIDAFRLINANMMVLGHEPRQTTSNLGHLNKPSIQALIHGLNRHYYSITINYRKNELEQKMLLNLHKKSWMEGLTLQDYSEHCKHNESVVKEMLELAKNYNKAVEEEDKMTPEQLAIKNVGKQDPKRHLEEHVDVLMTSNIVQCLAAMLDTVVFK
DNMT1 block: inhibitors of human DNMT1. 0.83% of 360,000 active. DNMT1 molecular beacon, Hinp1I cleavage, fluorescence. AID 588458. inhibition (reported as % activation of signal), % at 10 µM; in the data active = inhibition above about 50%
CSN inh: CSN deneddylation inhibition; inhibition, % at 12.5 µM; Purified CSN, SCF-Nedd8-OG deneddylation, fluorescence polarization; 0.38% of 360,000 active;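 active = pattern-corrected inhibition above about 35%, with an unprinted fluorescence ratio check between 0.5 and 1.5, limit read from the data, passing the limit was not always enough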;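 note: 0% = enzyme with substrate and 100% = substrate without enzyme; some results filed as inactive read as strong as hits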
Target sequence (Q92905 whole entry, looked up, one chain of several): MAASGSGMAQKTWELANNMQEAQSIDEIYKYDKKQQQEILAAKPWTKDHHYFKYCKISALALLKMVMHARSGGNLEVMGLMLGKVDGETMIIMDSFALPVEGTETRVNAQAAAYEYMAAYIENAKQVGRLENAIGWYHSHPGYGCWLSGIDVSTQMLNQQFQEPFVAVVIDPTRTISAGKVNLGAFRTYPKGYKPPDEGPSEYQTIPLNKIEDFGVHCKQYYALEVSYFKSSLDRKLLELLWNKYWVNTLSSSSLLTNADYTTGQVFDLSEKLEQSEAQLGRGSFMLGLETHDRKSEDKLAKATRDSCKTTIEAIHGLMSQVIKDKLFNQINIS
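Detection – fluorescence polarization · System – HEK293T-derived human Csn5 enzyme · Controls – substrate-only high control, full reaction low control · Timing – 90 min, room temperature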
MLLE-PAM2 inh: inhibitors of microRNA-mediated deadenylation, human PABP1 MLLE binding. P11940. GST-MLLE / FITC-PAM2 fluorescence polarization. inhibition, % at 20 µM. 0.36% of 360,000 active; in the data active = inhibition above about 35%, passing the limit was not always enough;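 note: plate controls were DMSO wells with GST-MLLE for no effect and wells lacking GST-MLLE protein for full effect; some results filed as inactive read as strong as hits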
Scp1 inh: blocks human Scp-1 phosphatase activity; AID 493091; 0.88% of 340,000 active; Recombinant Scp1, phosphopeptide, malachite green phosphate absorbance; inhibition, % at 20 µM; Q9GZU7;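 active = inhibition above about 50% at 20 µM, limit read from the data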;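 note: plate controls were DMSO wells with enzyme for no effect and wells lacking enzyme for full effect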
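Incubation: 45 min enzyme reaction at room temperature / System: truncated SCP-1 phosphatase (76-261aa) / Reagent: Phospho 17-mer peptide substrate / Buffer or medium: Acidic Tris acetate buffer with magnesium and detergent / Signal: absorbance at 630 nm / Doses: one concentration, 20 µM, with 1.0% DMSO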
TbMetRS inhib: blocks T. brucei methionyl-tRNA synthetase activity; AID 624268; inhibition, % at 11.9 µM; purified T. brucei MetRS, ATP depletion, Kinase-Glo luminescence; 0.4% of 360,000 active;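 active = inhibition above a per-plate cutoff of the control wells' mean inhibition plus 3 SD, cut at about 5.5% in these data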;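 note: 0% = DMSO wells median and 100% = median of wells with control inhibitor compound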
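assay system = parasite MetRS enzyme | timing = 15 min preincubation, 2 h reaction, all 25 °C | evaluation = percent inhibition relative to median high and low control wells | medium = HEPES buffer containing pyrophosphatase, BSA, spermine, DTT | compound = single dose, 11.9 µM final nominal, 0.9% final DMSO | detection = Kinase-Glo luminescence, ATP depletion format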
NadD inh: inhibitors of Staphylococcus aureus NadD | purified NadD enzyme, colorimetric absorbance read-out | inhibition, % at 20 µM | 0.78% of 360,000 active | AID 602399; in the data active = inhibition above about 26%; note: some compounds past the cut are filed as inactive
SUMO1-SIM PPI: SUMO1-SIM interaction modulation; P63165; SUMO1 binding to a labelled peptide, TR-FRET, 1 h; inhibition, % at 20 µM; 0.33% of 360,000 active; in the data active = inhibition above about 37%
Target sequence (P63165 whole entry, looked up): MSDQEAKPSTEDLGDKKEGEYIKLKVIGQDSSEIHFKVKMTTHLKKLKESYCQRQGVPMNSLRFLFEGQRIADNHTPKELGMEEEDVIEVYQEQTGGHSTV
LMPTP block: blocks human LMPTP phosphatase | recombinant LMPTP-A, OMFP fluorogenic substrate, fluorescence intensity | inhibition, % at 20 µM | 0.22% of 360,000 active | AID 651560;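 active = compounds that cut the enzyme signal by at least half of the control window in the single-dose screen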;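 note: plate controls were DMSO wells with enzyme plus substrate for no effect and substrate without enzyme for full effect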
Target sequence (P24666 whole entry, looked up): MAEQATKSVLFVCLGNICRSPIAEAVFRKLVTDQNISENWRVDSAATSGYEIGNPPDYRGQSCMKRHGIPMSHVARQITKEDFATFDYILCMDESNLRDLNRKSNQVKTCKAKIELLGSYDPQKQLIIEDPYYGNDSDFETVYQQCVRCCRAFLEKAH
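Material: LMPTP-A; amount: 0.625 nM enzyme; doses: single 20 µM dose; times: reaction 50 min, room temperature, dark; technique: fluorescence intensity of OMFP turnover product; benchmarks: no-enzyme and uninhibited controls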
Starred values were filed as active, the others as inactive.

`O=C(CCN1C(=O)C2CCCCC2C1=O)N1CCN(S(=O)(=O)c2cccc(F)c2)CC1` (stereo not given) gave STEP inh -3, Rpn11 inh inactive, DNMT1 block 1, CSN inh 13, MLLE-PAM2 inh -4, Scp1 inh 0, TbMetRS inhib -0.4, NadD inh -1, SUMO1-SIM PPI 4 and LMPTP block -0.5.
Screening COC(=O)C1=C(C)N(Cc2ccccc2)C(=S)N[C@H]1c1cccc(C(F)(F)F)c1 returned STEP inh 0, Rpn11 inh inactive, DNMT1 block -11, CSN inh 1, MLLE-PAM2 inh -31, Scp1 inh 0, TbMetRS inhib -0.3, NadD inh -6, SUMO1-SIM PPI 1 and LMPTP block 3.3.
For Nc1nc2c(nc(SCc3ccccc3Br)n2[C@@H]2O[C@H](CO)[C@@H](O)[C@H]2O)c(=O)[nH]1 the results were STEP inh 2, Rpn11 inh inactive, DNMT1 block 0, CSN inh -1, MLLE-PAM2 inh -12, Scp1 inh -9, TbMetRS inhib -0.1, NadD inh -1, SUMO1-SIM PPI 5 and LMPTP block 1.1.
Screening CC(CC(=O)Nc1ccc(-c2ccno2)cc1)n1cccn1 (stereo not given) returned STEP inh -2, Rpn11 inh inactive, DNMT1 block 0, CSN inh -2, MLLE-PAM2 inh -27, Scp1 inh 3, TbMetRS inhib 0.1, NadD inh 3, SUMO1-SIM PPI -3 and LMPTP block -1.5.
Screening COc1cc(/C=C/C(=O)Nc2ccc(S(=O)(=O)Nc3ncccn3)cc2)ccc1OCC#N returned STEP inh 0, Rpn11 inh inactive, DNMT1 block -5, CSN inh 4, MLLE-PAM2 inh -20, Scp1 inh -5, TbMetRS inhib 0.0, NadD inh 14, SUMO1-SIM PPI -7 and LMPTP block 2.1.
COCc1nnc(SCC(=O)Nc2cccc(Cl)c2C)n1-c1ccccc1 was read as STEP inh 5, Rpn11 inh inactive, DNMT1 block 0, CSN inh -4, MLLE-PAM2 inh 0, Scp1 inh -7, TbMetRS inhib 0.1, NadD inh -8, SUMO1-SIM PPI -3 and LMPTP block -1.1.
Screening Cc1cccc(C)c1NC(=O)c1cc2c(=O)c3ccccc3oc2nc1C(F)(F)F returned STEP inh -1, Rpn11 inh inactive, DNMT1 block 29, CSN inh 2, MLLE-PAM2 inh 2, Scp1 inh -5, TbMetRS inhib -0.2, NadD inh 1, SUMO1-SIM PPI -3 and LMPTP block 1.1.
`CCOC(=O)c1cccc(NC(=O)c2ccc(N(C)C)cc2)c1` gave STEP inh -1, Rpn11 inh inactive, DNMT1 block 1, CSN inh -17, MLLE-PAM2 inh -5, Scp1 inh 30, TbMetRS inhib -1.0, NadD inh -1, SUMO1-SIM PPI -3 and LMPTP block 0.4.
For O=C(O)c1cc2cc(OCc3ccccc3)ccc2[nH]1 the results were STEP inh 2, Rpn11 inh inactive, DNMT1 block -2, CSN inh 2, MLLE-PAM2 inh -2, Scp1 inh -6, TbMetRS inhib 0.0, NadD inh 4, SUMO1-SIM PPI 4 and LMPTP block 0.2.
For CCC(NS(=O)(=O)c1ccc2c(c1)NC(=O)C(C)C(=O)N2)c1cccs1 (stereo not given) the results were STEP inh 1, Rpn11 inh inactive, DNMT1 block 4, CSN inh -3, MLLE-PAM2 inh 1, Scp1 inh 2, TbMetRS inhib -0.4, NadD inh -1, SUMO1-SIM PPI 2 and LMPTP block -1.0.
Cc1cc(C(=O)N2CCN(c3ncccn3)CC2)cs1 was read as STEP inh 1, Rpn11 inh inactive, DNMT1 block 8, CSN inh -3, MLLE-PAM2 inh -1, Scp1 inh -8, TbMetRS inhib -0.3, NadD inh 1, SUMO1-SIM PPI 3 and LMPTP block -2.2.
`CC(=O)Nc1ccc(S(=O)(=O)N2CCn3cccc3C2C)cc1` (stereo not given) gave STEP inh 2, Rpn11 inh inactive, DNMT1 block -11, CSN inh -2, MLLE-PAM2 inh 18, Scp1 inh -5, TbMetRS inhib 0.7, NadD inh 0, SUMO1-SIM PPI 4 and LMPTP block -0.6.
Screening Cc1sc(NC(=O)c2ccccc2)c(C(c2ccc(Cl)cc2)N2CCN(CCO)CC2)c1C (stereo not given) returned STEP inh 1, Rpn11 inh inactive, DNMT1 block -19, CSN inh -8, MLLE-PAM2 inh 24, Scp1 inh -10, TbMetRS inhib 0.0, NadD inh -1, SUMO1-SIM PPI -1 and LMPTP block 0.1.
Screening CCC(NC(=O)c1ccc(C#CC2(O)CCCCC2)cc1)C(=O)O (stereo not given) returned STEP inh 0, Rpn11 inh inactive, DNMT1 block 7, CSN inh -9, MLLE-PAM2 inh 8, Scp1 inh 3, TbMetRS inhib -1.2, NadD inh 2, SUMO1-SIM PPI 2 and LMPTP block 0.9.
CCOC(=O)c1sc(NC(=O)c2ccc(OC)cc2)nc1C was read as STEP inh 0, Rpn11 inh inactive, DNMT1 block 0, CSN inh 0, MLLE-PAM2 inh -19, Scp1 inh -2, TbMetRS inhib 0.5, NadD inh 3, SUMO1-SIM PPI 55* and LMPTP block 1.0.
`O=C(Nc1ccc(O)cc1)C1CC=CCC1` (stereo not given) gave STEP inh -9, Rpn11 inh inactive, DNMT1 block -32, CSN inh 5, MLLE-PAM2 inh 3, Scp1 inh -8, TbMetRS inhib 0.2, NadD inh 8, SUMO1-SIM PPI 7 and LMPTP block 0.7.
Cc1nn(CC(=O)O)c(C)c1C was read as STEP inh 2, Rpn11 inh inactive, DNMT1 block 0, CSN inh -4, MLLE-PAM2 inh 7, Scp1 inh 3, TbMetRS inhib -0.1, NadD inh 1, SUMO1-SIM PPI 0 and LMPTP block -0.4.
For COc1ccc2ccccc2c1CN1CCN(C(=O)c2ccccc2)CC1 the results were STEP inh 2, Rpn11 inh inactive, DNMT1 block -8, CSN inh -2, MLLE-PAM2 inh 4, Scp1 inh -5, TbMetRS inhib -0.8, NadD inh -6, SUMO1-SIM PPI -8 and LMPTP block 0.1.
COc1ccc(NC(=O)NCc2ccccn2)cc1 was read as STEP inh 2, Rpn11 inh inactive, DNMT1 block 1, CSN inh 1, MLLE-PAM2 inh 4, Scp1 inh -3, TbMetRS inhib -0.3, NadD inh 0, SUMO1-SIM PPI 1 and LMPTP block -0.3.
Screening CC1(C)CC(NC(=O)COc2ccc3ccc(=O)oc3c2)CC(C)(C)N1 returned STEP inh 1, Rpn11 inh inactive, DNMT1 block 0, CSN inh 1, MLLE-PAM2 inh 3, Scp1 inh -5, TbMetRS inhib -0.4, NadD inh -3, SUMO1-SIM PPI -1 and LMPTP block -0.8.
Screening CCN(CC)CCCNc1oc(-c2ccccc2[N+](=O)[O-])nc1C#N returned STEP inh 0, Rpn11 inh inactive, DNMT1 block -4, CSN inh -1, MLLE-PAM2 inh -4, Scp1 inh 1, TbMetRS inhib 0.2, NadD inh -2, SUMO1-SIM PPI 0 and LMPTP block -5.9.
O=C(Nc1ccc(C2=CN(Cc3ccccc3)CCC2=O)cc1)OCc1ccccc1 was read as STEP inh -4, Rpn11 inh inactive, DNMT1 block 1, CSN inh 3, MLLE-PAM2 inh -8, Scp1 inh -7, TbMetRS inhib -0.2, NadD inh 1, SUMO1-SIM PPI -30 and LMPTP block -0.5.
`CC1CN(c2ccc([N+](=O)[O-])c(NCCOc3ccccc3)c2)CC(C)N1` (stereo not given) gave STEP inh 4, Rpn11 inh inactive, DNMT1 block -4, CSN inh -3, MLLE-PAM2 inh 7, Scp1 inh -2, TbMetRS inhib -1.0, NadD inh -11, SUMO1-SIM PPI -29 and LMPTP block 0.8.
`CCOc1ccc(NC(=O)CSc2nnnn2CC(=O)O)cc1` gave STEP inh -1, Rpn11 inh inactive, DNMT1 block 1, CSN inh -8, MLLE-PAM2 inh 4, Scp1 inh -3, TbMetRS inhib -0.1, NadD inh 2, SUMO1-SIM PPI 0 and LMPTP block -3.5.
Screening COc1ccc(C(C)(C)C)cc1NC(=O)c1ccc[n+]([O-])c1 returned STEP inh 1, Rpn11 inh inactive, DNMT1 block -1, CSN inh 0, MLLE-PAM2 inh -1, Scp1 inh -1, TbMetRS inhib 0.0, NadD inh 7, SUMO1-SIM PPI 5 and LMPTP block -2.1.
Screening O=C(CCN1C(=O)/C(=C/c2ccccc2Cl)SC1=S)Nc1cccnc1 returned STEP inh 3, Rpn11 inh inactive, DNMT1 block -2, CSN inh -1, MLLE-PAM2 inh 27, Scp1 inh -4, TbMetRS inhib 0.0, NadD inh 11, SUMO1-SIM PPI -8 and LMPTP block 3.2.
Screening Cc1c(/C(O)=C2/C(=O)C(=O)N(CCN3CCOCC3)C2c2cccs2)cnn1-c1ccccc1 (stereo not given) returned STEP inh 4, Rpn11 inh inactive, DNMT1 block 3, CSN inh -3, MLLE-PAM2 inh 11, Scp1 inh 48, TbMetRS inhib 0.0, NadD inh 4, SUMO1-SIM PPI -8 and LMPTP block -2.8.
For CC(C)NC(=O)CN(CCc1ccccc1)S(C)(=O)=O the results were STEP inh -1, Rpn11 inh inactive, DNMT1 block 0, CSN inh 2, MLLE-PAM2 inh 1, Scp1 inh -2, TbMetRS inhib -1.0, NadD inh -4, SUMO1-SIM PPI 2 and LMPTP block 0.1.
Screening CCOc1ccc(NC(=O)CCCCCN2C(=O)[C@@H]3Cc4ccccc4CN3C2=O)cc1 returned STEP inh 0, Rpn11 inh inactive, DNMT1 block 1, CSN inh -2, MLLE-PAM2 inh -15, Scp1 inh -5, TbMetRS inhib -0.4, NadD inh -6, SUMO1-SIM PPI 1 and LMPTP block -1.9.
For COc1ccc(-c2cc(-c3nnc(-c4ccncc4)o3)c3ccccc3n2)cc1 the results were STEP inh 7, Rpn11 inh inactive, DNMT1 block 2, CSN inh -10, MLLE-PAM2 inh 9, Scp1 inh -2, TbMetRS inhib -0.1, NadD inh -1, SUMO1-SIM PPI -4 and LMPTP block 4.1.

2 consecutive compounds already listed:
Screening CCOc1ccc(NC(=O)CCCCCN2C(=O)[C@@H]3Cc4ccccc4CN3C2=O)cc1 returned STEP inh 0, Rpn11 inh inactive, DNMT1 block 1, CSN inh -2, MLLE-PAM2 inh -15, Scp1 inh -5, TbMetRS inhib -0.4, NadD inh -6, SUMO1-SIM PPI 1 and LMPTP block -1.9.
For COc1ccc(-c2cc(-c3nnc(-c4ccncc4)o3)c3ccccc3n2)cc1 the results were STEP inh 7, Rpn11 inh inactive, DNMT1 block 2, CSN inh -10, MLLE-PAM2 inh 9, Scp1 inh -2, TbMetRS inhib -0.1, NadD inh -1, SUMO1-SIM PPI -4 and LMPTP block 4.1.
